# Wnt act = Wnt/beta-catenin pathway activators, primary screen, cell-based, plate reader, single point. activation, % at 9.35 µM. AID 743398, 2014. 300,000 compounds, 1.2% hits. Wnt/beta-catenin reporter cell assay, activator; in the data active means activation above about 30%, passing the limit was not always enough; inconclusive means no clear call, values can overlap the other calls;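 further: 0% = neutral control wells and 100% = positive control wells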
# phage Ecoli inh = growth loss of phage-infected E. coli, primary screen, RecBCD inhibitor project, absorbance, with phage, HTS. AID 651602, 2012. inhibition, % at 11.9 µM. 360,000 compounds, 0.26% hits; in the data active means inhibition above about 11%
# CAL PDZ inh = CAL PDZ peptide-binding inhibitors, primary screen, biochemical, fluorescence polarization, Cer-tagged CAL PDZ, HTS; Golgi-associated PDZ and coiled-coil motif-containing protein (Homo sapiens), Q9HD26; purified CAL PDZ, TMR-peptide fluorescence polarization, 1 h; inhibition, % at 20 µM; 330,000 compounds, 0.02% hits;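 active means highest replicate inhibition of at least 40%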;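 further: plate controls were DMSO neutral control wells for no effect and unlabeled competitor peptide control wells for full effect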
#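 Material: tagged CAL PDZ protein CerCALP, purified; buffer or medium: sodium phosphate/NaCl buffer pH 7.4 with TCEP, IgG, Thesit; also added: fluorescent TMR peptide probe; schedule: 1 h incubation at room temperature before polarization reading; technique: fluorescence polarization from S- and P-plane intensities, G-factor corrected; control set: unlabelled peptide and DMSO controls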
# Rtt109 Vps75 = inhibitors of C. albicans Rtt109/Vps75 HAT, primary screen, biochemical, ThioGlo CoA-SH fluorescence, plate reader; Histone acetyltransferase RTT109 (Candida albicans (strain SC5314 / ATCC MYA-2876)), …; purified Rtt109/Vps75, 4 h; inhibition, % at 34.9 µM; 330,000 compounds, 0.16% hits; AID 540336, 2011;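 active means inhibition of at least 50% in every replicate; inconclusive means best replicate reaches 50% inhibition but some replicates fall short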
# Target sequence (Q5AAJ8 whole entry, looked up): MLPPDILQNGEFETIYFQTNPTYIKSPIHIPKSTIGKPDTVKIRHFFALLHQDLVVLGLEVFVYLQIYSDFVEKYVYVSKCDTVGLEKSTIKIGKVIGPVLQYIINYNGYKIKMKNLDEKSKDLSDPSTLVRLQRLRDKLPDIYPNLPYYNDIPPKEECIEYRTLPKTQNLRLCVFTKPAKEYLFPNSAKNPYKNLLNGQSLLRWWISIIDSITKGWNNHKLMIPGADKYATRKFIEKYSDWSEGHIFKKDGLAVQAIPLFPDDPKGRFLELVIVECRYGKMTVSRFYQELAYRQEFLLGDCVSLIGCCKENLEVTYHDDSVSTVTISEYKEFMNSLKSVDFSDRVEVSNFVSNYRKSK
# DAGLB inhibitor = DAGLB lipase inhibitors, primary screen, biochemical, fluorescence, HTS | AID 504411, 2011 | 340,000 compounds, 0.059% hits | HEK293T DAGLB membrane lysate, EnzChek fluorogenic substrate | inhibition, % at 5.17 µM | Diacylglycerol lipase-beta (Homo sapiens), Q8NCG7; in the data active means inhibition above about 34%;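 further: 0% = enzyme with vehicle and 100% = wells lacking enzyme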
# Target sequence (Q8NCG7 whole entry, looked up): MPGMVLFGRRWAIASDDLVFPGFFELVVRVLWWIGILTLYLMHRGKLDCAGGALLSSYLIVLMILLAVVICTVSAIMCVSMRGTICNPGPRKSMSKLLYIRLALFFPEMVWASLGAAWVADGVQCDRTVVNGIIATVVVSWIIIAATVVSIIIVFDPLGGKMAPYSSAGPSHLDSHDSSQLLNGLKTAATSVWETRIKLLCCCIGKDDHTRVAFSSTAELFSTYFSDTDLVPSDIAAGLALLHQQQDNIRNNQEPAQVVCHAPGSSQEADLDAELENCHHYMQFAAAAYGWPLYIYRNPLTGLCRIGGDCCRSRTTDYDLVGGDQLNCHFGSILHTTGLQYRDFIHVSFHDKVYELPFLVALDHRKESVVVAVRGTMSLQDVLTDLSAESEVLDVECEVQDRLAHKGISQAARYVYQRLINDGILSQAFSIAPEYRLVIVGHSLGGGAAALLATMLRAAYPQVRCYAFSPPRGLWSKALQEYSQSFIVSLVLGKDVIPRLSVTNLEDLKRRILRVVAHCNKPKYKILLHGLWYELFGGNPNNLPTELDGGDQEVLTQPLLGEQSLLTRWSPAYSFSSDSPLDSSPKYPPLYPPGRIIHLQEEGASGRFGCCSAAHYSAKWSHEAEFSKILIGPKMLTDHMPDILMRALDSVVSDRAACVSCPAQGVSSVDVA
# E coli growth = E. coli V3065 growth inhibition, primary screen, counter-screen for AddAB inhibitor project, absorbance, OD600; AID 449728, 2010; 330,000 compounds, 0.27% hits; inhibition, % at 11.9 µM; 18 h;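 active means inhibition above the campaign's mean inhibition across all tested compounds plus 3 SD, cut at about 9.9% in these data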;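 further: uninfected addAB+ strain grown without phage in ampicillin broth; 0% = DMSO wells and 100% = ciprofloxacin 0.95 µg/ml wells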
# PfHsp90 yeast 2 = growth inhibition of PfHsp90-expressing yeast, primary screen, antimalarial PfHsp90 inhibitor project, S. cerevisiae, BacTiter-Glo luminescence, single point, set 2; BacTiter-Glo ATP, 48 h; yeast lacking PDR1 and PDR3 efflux regulators; inhibition, % at 9.4 µM; 310,000 compounds, 0.32% hits;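 active means every replicate shows inhibition above about 80%, whatever the replicate mean, limit read from the data; inconclusive means mean inhibition reaches the set limit but some replicate falls short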;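 further: 0% = DMSO neutral controls and 100% = 20 µM radicicol positive controls; yeast relying on Plasmodium falciparum Hsp90 in place of its own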
# Tat transport = E. coli Tat export inhibitors, primary screen, MC4100, TorA-mCherry reporter, fluorescence, single point; 340,000 compounds, 0.036% hits; inhibition, % at 10 µM;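 active means mean replicate inhibition at least 50% and at least half of replicates individually reaching 50%; inconclusive means only one of the two criteria met; inactive means neither criterion met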;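 further: exported cargo escapes ClpAP degradation while cytoplasmic cargo is degraded and loses fluorescence; 0% = median of neutral control wells and 100% = median of NaSCN control wells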
# AddAB inh = growth inhibition of E. coli expressing H. pylori AddAB, primary screen, AddAB inhibitor project, absorbance | inhibition, % at 11.9 µM | 330,000 compounds, 0.29% hits; in the data active means inhibition above about 12%;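 further: 0% = vehicle wells of infected cells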
# PvdQ inh = P. aeruginosa PvdQ acylase inhibitors, primary screen, biochemical, fluorescence, plate reader and imaging, single point | PvdQ acylase [Pseudomonas aeruginosa LESB58] | purified PvdQ acylase | inhibition, % at 10 µM | 340,000 compounds, 0.063% hits | AID 488965, 2010; in the data active means inhibition above about 30%, passing the limit was not always enough; inconclusive means no clear call, values can overlap the other calls;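 further: 0% = vehicle neutral wells and 100% = reference inhibitor wells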
# An asterisk follows results filed as active; ? = inconclusive; nt = not tested or not shown.
SMILES,Wnt act,phage Ecoli inh,CAL PDZ inh,Rtt109 Vps75,DAGLB inhibitor,E coli growth,PfHsp90 yeast 2,Tat transport,AddAB inh,PvdQ inh
COc1cc(C(=O)NCC(c2cccnc2)N2CCN(c3ccccc3)CC2)cc(OC)c1OC (stereo not given),3,1.6,0.0,-5,1,-1.0,-1,1,-4.0,-3
N#C/C(=C\c1cccs1)C(=O)c1ccccc1,2,0.4,-0.8,-13,13,1.7,-10,-1,4.8,-7
CCc1cc(Cn2nc(-c3ccccc3C)cc2C(=O)O)on1,1,1.8,-0.2,-8,2,1.8,nt,-7,-0.3,1
CCOC(=O)c1sc2nc(CSc3ccccc3)nc(N3CCCN(C)CC3)c2c1C,0,2.9,-4.9,?,-1,0.2,18,5,0.7,-11
C[C@H](NC(=O)c1nc[nH]c1C(=O)N1CCN(c2ccccc2)CC1)C(=O)OC(C)(C)C,2,3.0,-0.1,0,-1,1.0,-2,1,4.1,0
CCN(CC)CCN1c2ccccc2Sc2ccccc21,1,0.4,-0.9,0,3,1.8,0,-5,0.2,2
CCOC(=O)C1=C(N)Oc2cc(C)n(CCc3ccc(OC)c(OC)c3)c(=O)c2C1c1cccnc1 (stereo not given),nt,-0.7,0.2,-1,4,-2.1,-11,2,3.9,-2
CCCCCCCCCn1c2c(c(=N)c3c1CCC3)CCC2,nt,nt,-3.2,68*,8,10*,-32,-11,5.0,-2
Cc1cccc(C)c1OCCCn1ccnc1,-1,-1.2,nt,3,-1,0.9,5,8,5.0,-18
COc1ccc(C(=O)NCCC2=CCCCC2)cc1S(=O)(=O)N1CCOCC1,2,2.9,-1.9,-2,1,-1.6,-4,15,-1.8,-12
Cc1nnc(SC(=O)N2c3ccccc3Sc3ccccc32)s1,-9,-0.3,-4.0,2,6,1.4,19,15,1.9,-6
CCCCCCCN1C(Nc2ccccc2)=NC[C@@H]1Cc1ccccc1,-8,2.7,-0.4,-7,1,-0.2,nt,2,2.9,-13
c1ccc2c(Nc3ccc4c(c3)OCCO4)c3c(nc2c1)CCC3,-5,5.0,-0.7,11,0,1.5,1,-1,1.8,0
Cc1ccc(SCC(=O)Nc2ccc(N3CCOCC3)cc2)cc1C,5,0.7,0.3,-3,-5,1.6,19,7,0.4,0
ClC1(Cl)CC1Cn1cnc2ccccc21 (stereo not given),0,0.6,-1.1,4,1,-0.1,-5,-2,3.6,-11
CCC[C@H]1CC(=O)C=C(c2ccsc2)ON1C(=O)OC(C)(C)C,1,2.6,0.7,-6,-6,nt,10,1,nt,1
Cc1csc(SCCn2c(Br)nc3c2c(=O)[nH]c(=O)n3C)n1,-1,2.7,-1.0,10,-1,-3.6,-21,2,1.9,-1
COc1cc(NS(=O)(=O)c2ccc(NC(=S)NC(=O)c3ccc(Br)cc3)cc2)ncn1,-1,3.6,-0.8,-8,0,3.9,3,-12,3.5,-9
COc1ccccc1N1CCN(C(=O)c2cc(N3C(=O)C4C5CCC(C5)C4C3=O)ccc2Cl)CC1 (stereo not given),-2,1.5,0.3,12,0,2.5,-27,-3,2.2,-3
CCOC(=O)c1c(NC(=S)N2CCN(C)CC2)sc2c1CCN(C(=O)OCC)C2,-6,1.5,-0.8,-7,-4,-3.1,11,3,-0.6,-24
CC1(c2cc([N+](=O)[O-])cc([N+](=O)[O-])c2)CC(C)(C)N(C(=O)c2ccccc2)c2ccccc21 (stereo not given),nt,0.6,0.0,2,-17,0.7,nt,3,-0.9,-3
O=c1cc[nH]c2ccc([N+](=O)[O-])cc12,3,5.3,-1.2,-3,2,-0.3,18,8,1.3,2
COc1ccccc1NC(=O)Cc1noc(CN(C)Cc2cccs2)n1,nt,2.1,0.9,3,-1,-2.4,-10,4,-0.8,-14
Cc1cc(-c2nnc(CCC(=O)NC(C)c3ccccc3Cl)o2)no1 (stereo not given),-1,2.0,-1.9,-3,0,0.4,18,-1,0.3,-11
COc1cccc(NC(=O)c2ccc(C(=O)c3ccccc3)o2)c1,37*,0.3,-2.2,10,-10,-0.2,-21,0,0.5,-6
Cc1cccc(NC(=O)CN(CC2CCCO2)C(=O)c2oc3ccccc3c2C)c1C (stereo not given),-1,0.9,-2.2,-3,0,-2.6,-8,0,-1.3,-9
Cc1cc(C)n(CC(=O)N/N=C/c2cccs2)n1,2,1.2,-0.4,-7,-1,-1.2,18,-10,1.4,-12
Cc1[nH]c(C)c(S(=O)(=O)NCc2ccc(Cl)cc2)c1C(=O)N1CCCC1,1,-2.5,-0.6,-3,-1,-0.3,17,11,2.2,-7
CN(C)S(=O)(=O)N1CCC(n2nccc2NC(=O)CCc2ccccc2)CC1,-2,1.4,-1.0,-4,-1,0.3,7,7,-0.9,-9
COc1cc2ccccc2cc1C(=O)Nc1ccccc1N1CCN(S(C)(=O)=O)CC1,nt,-0.6,nt,6,-2,-0.8,-3,0,2.9,-4
Cc1ccc(O)c(C(=O)CC(=O)c2ccc(Cl)cc2)c1,7,1.0,-2.1,1,-7,-5.5,-40,3,-3.7,7
Cc1ccccc1NC(=O)c1nn(-c2ccc(F)c(F)c2)ccc1=O,0,1.0,-2.3,-6,-4,2.1,-21,2,0.5,-16
CCN1C(=NCc2ccco2)N[C@@H](c2cccc(C(F)(F)F)c2)C(C(=O)OC)=C1C,-1,2.4,-0.4,1,5,1.8,10,-2,2.0,4
CCc1ccc(-c2nc(CSCC(=O)NCc3ccco3)c(C)o2)cc1,-4,4.0,-0.6,1,-1,nt,28,-2,nt,-12
CC(=O)Nc1ccc(S(=O)(=O)N2CCSCC2)cc1,-3,-1.0,-1.4,-6,2,-0.9,-9,-6,0.8,4
COC(=O)CCC(=O)Nc1ccc(S(=O)(=O)Nc2nc(C)cc(C)n2)cc1,0,1.5,0.3,-5,-3,1.8,-10,-1,0.2,-7
Cc1cccc(C(=O)NN(C)c2nc(-c3ccccc3)nnc2C(F)(F)F)c1,-2,2.2,-0.3,-2,0,-0.4,-2,0,1.5,1
CN1C(=O)S/C(=C/c2cccnc2)C1=O,-1,0.3,-0.2,-36,-1,0.6,-74,-5,-0.7,-3
N=c1oc2ccccc2cc1C(=O)Nc1cccc(F)c1,15,0.3,0.1,8,-1,-0.8,-36,-6,-1.0,-7
Oc1ccc(N=Cc2ccc(OCc3ccccc3)cc2)cc1,15,1.6,0.8,7,3,0.9,-15,4,0.2,-3

# Complete entries, looked up by structure.
# CN1C(=O)S/C(=C/c2cccnc2)C1=O across the screens: Wnt act: -1; phage Ecoli inh: 0.3; CAL PDZ inh: -0.2; Rtt109 Vps75: -36; DAGLB inhibitor: -1; E coli growth: 0.6; PfHsp90 yeast 2: -74; Tat transport: -5; AddAB inh: -0.7; PvdQ inh: -3
# N=c1oc2ccccc2cc1C(=O)Nc1cccc(F)c1 across the screens: Wnt act: 15; phage Ecoli inh: 0.3; CAL PDZ inh: 0.1; Rtt109 Vps75: 8; DAGLB inhibitor: -1; E coli growth: -0.8; PfHsp90 yeast 2: -36; Tat transport: -6; AddAB inh: -1.0; PvdQ inh: -7

# Later entries.
SMILES,Wnt act,phage Ecoli inh,CAL PDZ inh,Rtt109 Vps75,DAGLB inhibitor,E coli growth,PfHsp90 yeast 2,Tat transport,AddAB inh,PvdQ inh
COc1ccc(-c2noc3c2-c2nc(-c4cccc(C)c4)sc2CC3)cc1,-3,0.3,0.5,4,-19,-2.7,-2,1,3.1,-12
O=C(NCc1ccc(Cl)cc1)c1cccc(S(=O)(=O)N2CCCC2)c1,4,1.0,-1.2,3,0,-4.9,-7,3,-1.8,-12
Cc1cc(NCc2cccnc2)nc(N)n1,2,3.7,0.2,-1,-1,-1.3,-8,-2,-0.4,-7
O=C(C1CCN(S(=O)(=O)c2ccc(F)cc2)CC1)N1CCOCC1,nt,2.5,-2.1,nt,-1,3.9,-56,3,1.3,10
O=C(Nc1ccc(CN2CCOCC2)cc1)c1cc2ccccc2o1,nt,0.3,-2.0,-7,-1,-0.4,12,-7,1.8,-9
C=CCNC(=O)c1onc(CCl)c1C(=O)OC,-3,1.1,1.5,1,1,-0.9,11,-13,1.9,-9
CCCNC(=O)C1Cc2cc(S(=O)(=O)N3CCCC3)ccc2N1C(C)=O (stereo not given),-1,-0.9,-1.0,-3,-2,0.0,-6,2,0.7,-14
O=C(CSc1nc2cc(Cl)ccc2o1)NC1CC1,10,2.7,0.1,-5,-2,1.6,nt,-4,2.5,-5
Cc1cc(=O)n2nc(N3CCCC(C(=O)NCc4cccc(Br)c4)C3)sc2n1 (stereo not given),0,0.5,-1.0,7,-2,-3.0,14,-1,-0.4,-18
Cn1c(=O)c2c(nc(NCc3ccc4c(c3)OCO4)n2C)n(C)c1=O,nt,1.1,-1.6,49,-1,-0.4,8,-5,1.1,8
COc1ccc(C2C(C#N)=C(N)Oc3n[nH]c(C)c32)cc1CSc1ccccn1 (stereo not given),nt,3.0,-5.0,-1,3,-1.4,7,4,1.4,-21
Cc1ccn2c(=O)c(C(=O)NCCN3CCOCC3)c(O)nc2c1,1,0.7,-1.3,-6,-3,1.4,-22,1,5.0,-6
CCN1CCc2c(OCC(=O)Nc3cccc(C)c3C)cccc2C1=O,-3,1.8,nt,nt,nt,0.2,nt,nt,5.8,nt
CCCn1c(SCC(=O)NC2CCCCC2C)n[nH]c1=O (stereo not given),nt,0.0,-2.0,-16,1,-0.3,11,4,2.9,-6
CCC(=O)Nc1cc2c3c(c1)CCN3C(=O)CC2,1,2.4,-2.3,5,-2,-2.1,-2,-8,2.0,5
CCCNC(=O)c1onc(CSc2ccc(Cl)cc2)c1C(=O)NCCOC,-2,3.6,0.6,-7,-6,-1.7,-7,-4,3.7,-11
CCOc1ccc(CCNC(=O)C2CCCN(S(=O)(=O)N3CC(C)CC(C)C3)C2)cc1OCC (stereo not given),-3,-0.3,-2.4,-3,-5,-2.5,2,-8,-0.5,-18
c1ccc(CNc2nc(-c3cccs3)nc3ccccc23)cc1,-4,1.7,-3.5,1,-3,nt,-7,9,nt,-9
Cc1ccc(OCCOc2cccc3ccc(C)nc23)c([N+](=O)[O-])c1,3,1.0,-1.1,16,-4,0.8,8,-6,4.1,4
COc1ccc(NC(=O)c2ccc(C)cc2)c(OC)c1,29,1.3,-1.7,-1,-3,1.1,-5,12,3.2,21
CC1CN(C(=O)CCn2c(=O)oc3ccccc32)CC(C)O1 (stereo not given),13,1.4,nt,4,-3,2.8,nt,-9,2.6,6
CC(NC(=O)COc1ccccc1F)C1CC2CCC1C2 (stereo not given),-6,3.2,-4.0,-2,-3,-2.1,7,-1,6.7,-13
Cc1ccccc1N(C)C(=O)C1CCCN(c2ncnc3c2nc2n3CCCCC2)C1 (stereo not given),28,-1.6,-0.4,12,-1,1.2,30,3,3.0,-7

# Source: PubChem BioAssay
